From PubChem BioAssay
STK33 inh: inhibitors of purified STK33 kinase, primary screen, biochemical, ADP-Glo luminescence, homogeneous, cell-free; Serine/threonine-protein kinase 33 (Homo sapiens), Q9BYT3; MBP phosphorylation; inhibition, % at 10 µM; 320,000 compounds, 0.073% hits; AID 2661, 2010;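 active = inhibition at or above 25%, using the most active replicate where run in duplicate; inactive = inhibition below 25%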
Target sequence (Q9BYT3 whole entry, looked up): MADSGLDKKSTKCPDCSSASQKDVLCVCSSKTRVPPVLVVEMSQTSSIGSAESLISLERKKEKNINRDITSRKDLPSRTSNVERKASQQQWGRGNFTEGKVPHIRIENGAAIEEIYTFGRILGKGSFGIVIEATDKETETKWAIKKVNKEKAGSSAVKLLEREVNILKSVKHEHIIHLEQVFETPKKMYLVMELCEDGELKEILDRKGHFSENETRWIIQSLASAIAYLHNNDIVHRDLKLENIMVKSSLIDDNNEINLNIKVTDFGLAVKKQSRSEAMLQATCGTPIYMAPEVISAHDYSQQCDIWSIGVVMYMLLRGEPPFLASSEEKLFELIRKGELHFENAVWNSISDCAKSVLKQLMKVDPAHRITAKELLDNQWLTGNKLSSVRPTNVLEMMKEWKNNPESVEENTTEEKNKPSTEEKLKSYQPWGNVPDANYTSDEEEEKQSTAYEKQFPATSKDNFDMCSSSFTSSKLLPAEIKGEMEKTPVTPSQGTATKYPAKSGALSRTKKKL
OX1R FRET antag: antagonists of human orexin 1 receptor (OX1R); OX1R-expressing cells, FRET antagonist read-out; inhibition, % at 6.6 µM; 330,000 compounds, 1.8% hits; in the data active = inhibition mostly above about 38%, no sharp cut-off; inactive = mostly below about 40%;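 also: 0% = agonist challenge alone and 100% = reference antagonist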
Target sequence (O43613 whole entry, looked up): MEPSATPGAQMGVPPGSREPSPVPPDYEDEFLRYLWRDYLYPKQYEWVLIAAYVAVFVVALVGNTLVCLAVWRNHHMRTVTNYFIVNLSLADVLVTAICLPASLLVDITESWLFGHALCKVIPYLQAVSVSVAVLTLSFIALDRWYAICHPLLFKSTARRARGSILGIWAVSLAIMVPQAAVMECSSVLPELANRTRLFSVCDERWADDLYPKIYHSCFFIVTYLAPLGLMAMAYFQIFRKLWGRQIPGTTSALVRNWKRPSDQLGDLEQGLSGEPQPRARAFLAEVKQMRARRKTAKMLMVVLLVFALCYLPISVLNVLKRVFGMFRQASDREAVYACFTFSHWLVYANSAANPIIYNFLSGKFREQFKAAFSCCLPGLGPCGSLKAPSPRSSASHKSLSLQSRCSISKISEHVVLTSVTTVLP
An asterisk follows results filed as active; nt = not tested or not shown.

Structure,STK33 inh,OX1R FRET antag
COc1cc(C(C)=O)ccc1OCC(O)Cn1nc(C)c(C(C)=O)c1C (stereo unspecified),-0.1,27
CCOC(=O)C(C)Sc1nc(-c2ccccc2)nc2ccccc12 (stereo unspecified),nt,11
CCOc1ccccc1Nc1ncnc2ccc(Br)cc12,-1.3,14
COc1ccc(C(CNC(=O)c2cccc(S(=O)(=O)Nc3ccccc3Cl)c2)N2CCOCC2)cc1 (stereo unspecified),-0.8,35*
COc1cccc(C(=O)Cn2c(N3CCCCC3)nc3c2c(=O)n(C)c(=O)n3C)c1,0.4,5
NS(=O)(=O)c1ccc(CCNC(=O)CSc2nc3ccsc3c(=O)n2CC(=O)O)cc1,-1.2,8
CSc1ccccc1OCc1cc(C(=O)N(C)C(C)c2nc(C)cs2)no1 (stereo unspecified),-1.4,35
Cc1nc2ccccc2nc1SCC(=O)c1ccccc1,6.4,39
Cc1c[n+]([O-])n(-c2ccc(C(=O)O)cc2)n1,nt,11
COc1cc(C(=O)OCC(=O)NC2CCCCC2)cc(OC)c1OC,0.1,16
CCCCC1=CC2=CC(=O)C(C)(OC(=O)CC)C(=O)C2=CN1CCCOC(C)C (stereo unspecified),-0.5,26
CCOc1cc(/C=N\O)cc(Cl)c1OCC,0.7,29
C=CCC1(O)C(=O)N2C(=C1C(=O)N1CCOCC1)c1ccccc1CC2(C)C (stereo unspecified),-0.5,8
NC(=O)C1CCN(c2nc(-c3ccc4c(c3)OCCO4)cs2)CC1,0.2,10
O=C(CN1C(=O)c2ccccc2S1(=O)=O)NCc1cccs1,0.7,14
CC(C)CCn1c(=O)c2ccccc2n2c(CN3CCCC3)nnc12,0.2,9
CC(=O)N1CCc2c(sc(NC(=O)Cc3ccc(C)cc3C)c2C#N)C1,1.5,20
CCN(CC)C(=O)[C@H]1C[C@H](CC(=O)NCCCOC)C(=O)N2CCc3c([nH]c4cc(CCC(=O)N(C)C)ccc34)[C@]12C,nt,17
Cc1cc(OCCCC(=O)Nc2nnc(C3CC3)s2)ccc1Cl,0.0,4
CC(C)NC(=O)COC(=O)c1ccccc1Oc1ccccc1,-0.4,10
Cc1cc(O)cc(=O)n1CCc1ccccc1,3.0,13
Cc1ccc(NC(=O)Cn2nc(C)c([N+](=O)[O-])c2C)cc1C,-1.1,6
CCOCCCNC(=O)c1cc(Nc2ccc(OC)cc2OC)nc2ccccc12,-1.1,1
Cc1ccc(C(=O)CN(C(=O)c2ccc(Cl)c(Cl)c2)N2C(=O)C3CCCCC3C2=O)cc1 (stereo unspecified),-0.4,4
NC(N)=NC1=NC(=O)/C(=C/c2ccccc2-n2cccn2)S1,0.0,19
CCOC(=O)C1CCN(Cc2cc(C(C)C)c(O)c(C(C)C)c2)CC1,-0.9,4
CC(NC(=O)NC(=O)c1ccc(Cl)cc1)c1ccccc1 (stereo unspecified),-1.1,14
CC1CC(=O)c2cnc(Nc3cccc(C(F)(F)F)c3)nc2C1 (stereo unspecified),-0.4,6
O=C(NC1CCCCC1)C(c1cccnc1)N(C(=O)CCl)c1cccc(Cl)c1 (stereo unspecified),0.6,-2
CCOC(=O)c1sc(/N=C/C2=C(O)CC(C)(C)CC2=O)c(C(=O)OCC)c1C,-3.0,22
O=C(COC(=O)Cc1ccc(S(=O)(=O)N2CCOCC2)s1)Nc1ccc2c(c1)OCO2,-2.8,21
O=C(Nc1ncccc1O)c1cccc(S(=O)(=O)N2CCCC2)c1,-1.5,6
O=C(NCc1ccccn1)c1ccc([N+](=O)[O-])cc1,-2.2,31
COc1ccccc1NC(=O)Nc1ccc2c(c1)nc(C)n2C,2.3,16
CCn1cnc2c1c(=O)n(CC(=O)OC(C)C(N)=O)c(=O)n2Cc1ccccc1 (stereo unspecified),-2.2,10
O=C(Nc1ccc(F)cc1)c1cccnc1Oc1ccccc1,0.6,8
Cc1ccccc1NC(=O)NC(C)(C)CC(C)(C)C,-0.2,25
COc1ccc(C2NC(c3ccc(OC)cc3)C(C)C(=O)C2C)cc1 (stereo unspecified),0.0,9
COc1cccc2sc(NC(=O)c3ccc(Br)s3)nc12,-0.1,21
N#Cc1ccccc1NC(=O)c1ccc2c(Cl)c3c(nc2c1)CCCC3,-0.2,11
CN(C)C(=O)COC(=O)c1cccc(CN2C(=O)c3ccccc3C2=O)c1,0.3,14
CCC1CN(C(=O)N2CCC(C(=O)NCc3cc(OC)c(OC)c(OC)c3)CC2)c2ccccc2O1 (stereo unspecified),-1.5,10
Cc1nc2ccccc2c2oc(C(=O)NCC3CCCO3)cc12 (stereo unspecified),0.1,5
O=C(O)CCC(=O)c1ccc2c(c1)OCCCO2,-0.9,1
COc1ccccc1-c1coc2c(CN3CCN(C)CC3)c(O)ccc2c1=O,-2.0,13
COc1cccc(OC)c1C(=O)NNC(=O)c1cccnc1,-2.3,11
O=C(O)CSC1=NC(=Nc2cccc(Cl)c2)C2(CCCCC2)N1c1ccccc1,-0.5,0
O=C(NCc1cccs1)C1CCCN(S(=O)(=O)c2cccs2)C1 (stereo unspecified),1.0,12
O=C(NCc1ccc2c(c1)OCO2)c1c(-c2ccccc2)sc2ccccc12,0.2,24
O=C(Oc1c(CN2CCOCC2)cc(Cl)c2cccnc12)c1ccc(F)cc1,-1.0,9
Cn1nnc2sc3c(c2c1=O)CCCC3,-0.5,10
O=C(CNCc1ccco1)Nc1cccc(S(=O)(=O)N2CCCCC2)c1,1.3,11
CS(=O)c1ccccc1COC(=O)Nc1cccc(Cl)c1 (stereo unspecified),0.5,3
CC1(C)CC(=O)C(N=Nc2ccc(S(=O)(=O)N3CCOCC3)cc2)=C(O)C1,0.5,10
O=S(=O)(c1ccc(N2CC=C(c3ccccc3)CC2)nc1)N1CCCC1,-2.1,19
CCOc1cc(CNc2ccc3[nH]c(=O)[nH]c3c2)ccc1OCC(=O)NC(C)(C)C,-2.5,30

Further structures follow.
Structure,STK33 inh,OX1R FRET antag
COc1cc(S(=O)(=O)N2CCN3CCCC3C2)ccc1-n1cnnn1 (stereo unspecified),-0.9,5
CCOC(=O)CSc1nnc([C@@H](NC(=O)OC(C)(C)C)C(C)C)o1,-0.4,10
COc1ccccc1N(C)S(=O)(=O)c1ccc(C(=O)NC(C)(C)C)cc1,-2.0,17
CN(CC(=O)Nc1ccc(N2CCOCC2)cc1)CC(=O)Nc1ccc(N2CCOCC2)cc1,-0.2,1
CCOC(=O)CC1=C(C(=O)OCC)C(c2ccc(OC)c(OC)c2)C(C#N)=C(N)O1 (stereo unspecified),0.1,10
Nn1c(SCC(=O)NCc2ccccc2)nncc1=O,nt,8
O=C(Nc1ccc(N2CCCC2)cc1)c1cccc(Cl)c1,-0.8,7
O=C1C(NS(=O)(=O)c2ccc(Br)cc2)=C(N2CCCCC2)C(=O)c2ccccc21,0.2,53*

Shown as labelled records: part of the list above
> O=C(Nc1ccc(N2CCCC2)cc1)c1cccc(Cl)c1
  STK33 inh = -0.8
  OX1R FRET antag = 7
> O=C1C(NS(=O)(=O)c2ccc(Br)cc2)=C(N2CCCCC2)C(=O)c2ccccc21
  STK33 inh = 0.2
  OX1R FRET antag = 53*

(continued)
SMILES | STK33 inh | OX1R FRET antag
N#Cc1c(SCC(=O)Nc2nc3ccc(Br)cc3s2)sc2c(O)cc(=O)[nH]c12 | 5.1 | 18
CCC(CC)NC(=O)c1cc2c(C)nn(Cc3ccccc3Cl)c2s1 | 0.1 | 20
COc1cc(C(=O)NNC(=O)c2cccn2C)cc(OC)c1OC | -0.5 | 11
N#Cc1ccccc1OCC(=O)OCC(=O)NC1CC1 | -2.8 | 6
CC(=O)c1cc(C(=O)Nc2ccc(C(=O)O)cc2)oc1C | -1.4 | -4
CCOC(=O)C(NCc1ccco1)(NC(=O)c1ccccc1)C(F)(F)F (stereo unspecified) | -1.1 | 37
CCN(CC)c1ccc(Nc2nc(-c3cccnc3)cs2)cc1 | 2.3 | 15
O=C(Nc1ccccc1N1CCN(C(=O)c2ccccc2)CC1)c1cccc(Cl)c1 | 0.2 | 12
Cc1c(C(=O)NCc2ccccn2)oc2c(Cl)cccc12 | -0.1 | 4
O=C(O)c1sccc1Oc1ccc(F)cc1[N+](=O)[O-] | 0.0 | 39
CCOC(=O)c1ccc(NC(=S)N(CCCN2CCN(C)CC2)Cc2cccs2)cc1 | -1.8 | 58
CS(=O)(=O)N1CCc2cc(C(=O)Nc3ccccc3Cl)ccc21 | -0.1 | 12
O=S(=O)(Cc1ccccc1Cl)NCCOc1ccccc1 | -2.9 | 16
COc1cccc(C2c3[nH]c4ccccc4c3C[C@H]3C(=O)N(C4CCN(Cc5ccccc5)CC4)CC(=O)N23)c1 (stereo partly specified) | -1.0 | -1
CCOC(=O)c1c(NC(=O)/C=C/C(=O)O)sc(C)c1-c1ccc(C(C)(C)C)cc1 | 2.2 | 43
COc1ccc2oc(C(=O)OCC(=O)/C(C#N)=C(\C)N)c(C)c2c1 | -0.3 | 25
CCOC(=O)C1=C(COC(=O)CCc2ccc(F)cc2)NC(=O)NC1C (stereo unspecified) | 1.8 | 8
CCC(=O)NNC(=O)c1cc(COc2cc(Cl)cc(Cl)c2)on1 | -0.4 | -2
COC(=O)CSC1=C(C#N)C(c2ccsc2)CC(=O)N1 (stereo unspecified) | -0.4 | 10
COc1ccccc1NS(=O)(=O)c1cc(NC(=O)c2cnccn2)ccc1N1CCOCC1 | -0.6 | 20
Cc1ccc(C(=O)NC(=S)N2CCCC2)cc1 | 2.8 | 0
CCN1CCN(c2oc(-c3ccc(OC)cc3)nc2C#N)CC1 | 0.2 | 7
CN1CCN(S(=O)(=O)c2ccc(NC(=O)COc3ccccc3Cl)cc2)CC1 | -1.3 | 13
O=C(/C=C/c1ccccc1[N+](=O)[O-])Nc1cccc(S(=O)(=O)NC2=NCCCCC2)c1 | nt | 1
COc1ccc(CNc2nc(NCc3ccc(OC)c(OC)c3)n(C(=O)c3cccs3)n2)cc1OC | -0.9 | 44*
CCOc1ccccc1OC(=O)c1cc2ccccc2oc1=O | -0.8 | 24
CSC1=C(C#N)C(c2ccc(Cl)cc2)C2=C(CC(C)(C)CC2=O)N1 (stereo unspecified) | 0.9 | 8
O=C(NC1CCC(O)CC1)c1cc(-c2ccco2)nc2ccccc12 (stereo unspecified) | -1.7 | 30
Nn1c(SCC(=O)Nc2cccc(S(N)(=O)=O)c2)nnc1C1CC1 | -0.8 | 13
Cc1cc(C(=O)NCCC2=CCCCC2)ccc1[N+](=O)[O-] | 1.2 | 6
c1ccc2c(c1)nc(N1CCCCC1)c1ccccc12 | -0.6 | 4
CCOC(=O)c1cnn(-c2ncnc3c2cnn3Cc2ccccc2)c1N | -0.9 | 13
Cc1ccc(N(C)S(=O)(=O)c2ccc3c(c2)NC(=O)C(C)S3)cc1 (stereo unspecified) | -2.6 | 22
COC(=O)c1noc(-c2ccc(C)cc2)n1 | 0.1 | 18
CCN(CC)CCn1c(=S)[nH]c2ccccc2c1=O | 0.3 | 21
Cc1ccccc1-n1c(SCc2c(C)noc2C)nnc1-c1ccncc1 | -1.8 | 14
Cc1cccc(N=C2NC(=O)/C(=C/C=C/c3ccco3)S2)c1C | -1.3 | 6
Cc1ccc(NC(=O)COc2ccccc2)cc1S(=O)(=O)N1CCCCCC1 | -1.7 | 98*
CSCC[C@H](NC(=O)c1cccc([N+](=O)[O-])c1C)c1nc2ccccc2[nH]1 | -1.1 | 24
COCCN(C(=O)C(=O)NC1CCCC1)C(C(=O)NC1CCCC1)c1ccccc1F (stereo unspecified) | -1.8 | 6
Cc1cccc(N2CCN(C(=O)C(Cc3ccccc3)NC(N)=O)CC2)c1C (stereo unspecified) | -0.6 | -4
O=C(CSc1nn(-c2ccc(F)cc2)c(=S)s1)NCC1CCCO1 (stereo unspecified) | 0.4 | 6
COc1ccc(CCNC(=O)Oc2ccccc2)cc1OC | 0.1 | 6
O=C(NCC(c1cccs1)N1CCOCC1)c1ccccc1NS(=O)(=O)c1ccc(Cl)c([N+](=O)[O-])c1 (stereo unspecified) | -0.8 | 45*
COc1ccc(/C=C(/NC(=O)c2ccccc2)C(=O)Nc2cccc(C(=O)O)c2)cc1 | 0.4 | 19

Structural class: those above with two or more sulfur atoms.
SMILES | STK33 inh | OX1R FRET antag
NS(=O)(=O)c1ccc(CCNC(=O)CSc2nc3ccsc3c(=O)n2CC(=O)O)cc1 | -1.2 | 8
CSc1ccccc1OCc1cc(C(=O)N(C)C(C)c2nc(C)cs2)no1 (stereo unspecified) | -1.4 | 35
O=C(CN1C(=O)c2ccccc2S1(=O)=O)NCc1cccs1 | 0.7 | 14
O=C(COC(=O)Cc1ccc(S(=O)(=O)N2CCOCC2)s1)Nc1ccc2c(c1)OCO2 | -2.8 | 21
COc1cccc2sc(NC(=O)c3ccc(Br)s3)nc12 | -0.1 | 21
O=C(NCc1cccs1)C1CCCN(S(=O)(=O)c2cccs2)C1 (stereo unspecified) | 1.0 | 12
N#Cc1c(SCC(=O)Nc2nc3ccc(Br)cc3s2)sc2c(O)cc(=O)[nH]c12 | 5.1 | 18
CCOC(=O)c1ccc(NC(=S)N(CCCN2CCN(C)CC2)Cc2cccs2)cc1 | -1.8 | 58
COC(=O)CSC1=C(C#N)C(c2ccsc2)CC(=O)N1 (stereo unspecified) | -0.4 | 10
Nn1c(SCC(=O)Nc2cccc(S(N)(=O)=O)c2)nnc1C1CC1 | -0.8 | 13
Cc1ccc(N(C)S(=O)(=O)c2ccc3c(c2)NC(=O)C(C)S3)cc1 (stereo unspecified) | -2.6 | 22
O=C(CSc1nn(-c2ccc(F)cc2)c(=S)s1)NCC1CCCO1 (stereo unspecified) | 0.4 | 6
O=C(NCC(c1cccs1)N1CCOCC1)c1ccccc1NS(=O)(=O)c1ccc(Cl)c([N+](=O)[O-])c1 (stereo unspecified) | -0.8 | 45*
